Compound activity deposited in PubChem by several laboratories.
Dynein cargo inh = blocks dynein driven cargo transport along microtubules; 3617.4 mouse cells, GR-EGFP nuclear translocation imaging; test concentration mostly 20 µM; stimulated with dexamethasone, 1 µM; active compounds read low; z-score, hits read low; 220,000 tested, 0.47% active;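 active = plate z-score of nuclear minus cytoplasmic receptor signal below a set negative limit, without overly bright fluorescence or cell loss, cut at about -3.5 in these data, passing the limit was not always enough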;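 note: z-score of nuclear minus cytoplasmic ring GR-EGFP intensity difference per well; some compounds called inactive have numbers as strong as hits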
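Buffer or medium: tetracycline-free induction medium containing charcoal-stripped FBS / Reagent: dexamethasone agonist, 1.0 µM final, for 30 min / Technique: automated 10x imaging of fixed Hoechst-stained cells / Times: induction 48 h, compound 1 h, agonist 30 min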
Insulin prom up = MIN6 insulin promoter up-regulation; MIN6 insulin promoter-GFP reporter, high-content imaging; active compounds read high; z-score at 5 µM; 190,000 tested, 0.3% active;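 active = z-score above 3 at 5 µM with at least 500 cells counted in the well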
Autophagy HCS = modulators of autophagy; AID 463193; calls only at 10 µM (by protocol); MEF GFP-LC3 puncta imaging; test concentration mostly 10 µM; 190,000 tested, 0.98% active;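 active = percentage of spot-positive cells more than 3 SD above its plate mean, without a fluorescence outlier flag or 80% toxicity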;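 note: spot-positive cell cutoff set from DMSO-treated cells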
Lipid droplet = hepatic lipid droplet formation modulation. 240,000 tested, 0.4% active. AID 1656. AML12 mouse hepatocytes, oleate lipid droplets, BODIPY imaging. inhibition, % at 6.5 µM;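 active = lipid droplet intensity inhibited by at least 50%, with more than 500 cells counted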
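Material – AML12 mouse liver cells · Also added – oleate loading, 100 µM · Compound dosing – 6.5 µM single-point dosing · Times – overnight treatment with compound plus oleate · Measured by – fluorescence imaging, 20x objective, two fields per well · Read-out – percent inhibition of filter-corrected integrated lipid droplet intensity per well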
b-catenin transl = alters nuclear translocation of beta-catenin in HeLa cells; immunofluorescence imaging; nuclear translocation activity, % at 5 µM; 190,000 tested, 0.3% active;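 active = nuclear translocation activity above 50% at 5 µM, with a well cell count of 50 or more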;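 note: per-cell ratio of nuclear to cytoplasmic median beta-catenin stain intensity; plate controls were DMSO negative control for no effect and GSK-3 inhibitor IX positive control for full effect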
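Read-out: Nuclear/cytoplasmic beta-catenin signal ratio, % activation | Assay system: Human HeLa cell line | Times: 24 h compound exposure at 37°C, 5% CO2 | Signal: Fluorescence imaging of beta-catenin antibody stain plus DAPI | Dosing: 5 µM primary, 0.02–20 µM confirmation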
Yfh1-depleted yeast = enhancers of respiration in Yfh1-depleted yeast, dose response, Friedreich's ataxia, plus single-dose screen (AID 1465). one-dose fold induction at 50 µM; EC50 in µM for titrated hits. 220,000 tested, 0.074% active. S. cerevisiae Yfh1-off respiration, WST-1 reduction, 72 h; higher fold induction means a stronger effect;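 active = fold induction of absorbance versus untreated yeast above a set limit, then at least 30% activation at any dose in follow-up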;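 note: activators that raise dye reduction in frataxin-depleted yeast; strong numbers were not always called active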
NOD2 inhibition = inhibition of NOD2-driven NF-kB reporter – cell-based, luminescence, uHTS, HEK293 (AID 1566) | HEK293 NOD2/NF-kB luciferase reporter, luminescence; higher % means a stronger effect | 290,000 tested, 0.63% active | one-dose inhibition, % at 4 µM; EC50 in µM for titrated hits; in the data active = inhibition above about 50%; note: many of its hits are not listed in these tables
MT stabilizer = microtubule stabilizers in HeLa cells | 200,000 tested, 0.83% active | % tubulin-high responders, % at 10 µM | AID 2205 | HeLa tubulin immunostaining HCS, 24 h; share of cells brighter than vehicle mean+2SD;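 active = plate Z-score above 3 for both tubulin-high and condensed-nucleus cell shares, with cell loss under 80%, at 10 µM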;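 note: anti alpha tubulin signal scored within the nucleus-defined area of each cell; some results filed as inactive read as strong as hits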
WT yeast gro inh = growth inhibition of WT yeast, mitochondrial fusion screen | mitochondrial fusion phenotypic screen, WT strain | inhibition, % at 10 µM | 190,000 tested, 2.1% active; in the data active = inhibition above about 58%; tested in S. cerevisiae
WT yeast gro inh mutant strain = second read-out of WT yeast gro inh, no call of its own (marks repeat the call); inhibition, %; mitochondrial fusion phenotypic screen, mutant strain inhibition
Dynein cargo inh cytoplasmic EGFP = also measured in Dynein cargo inh; calls as there; z-score; measured here: cytoplasmic GR-EGFP intensity; active compounds read high
Dynein cargo inh nuclear GR-EGFP = recorded beside Dynein cargo inh, whose call it bears; z-score; measured here: nuclear GR-EGFP intensity;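 lower value marks the stronger effect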
Dynein cargo inh cell count = second read-out of Dynein cargo inh, no call of its own (marks repeat the call); z-score; measured here: cell count per field
Insulin prom up cell count = recorded beside Insulin prom up, whose call it bears; cell count; measured here: cytotoxicity, nuclei count;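 total cells summed across four imaged fields per well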
Lipid droplet cells 6.5 µM = further read-out of Lipid droplet, marked with its call; cell count; measured here: cell count, cytotoxicity flag;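 cells counted across two imaged fields per well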
b-catenin transl cell count 5 µM = recorded beside b-catenin transl, whose call it bears; cell count; measured here: cell count, cytotoxicity flag
MT stabilizer Hoechst-high % = second read-out of MT stabilizer, no call of its own (marks repeat the call); % Hoechst-high responders; measured here: nuclear condensation Hoechst responders;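 share of cells brighter than vehicle mean plus two SD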
MT stabilizer cytotoxicity % = further read-out of MT stabilizer, marked with its call; toxicity, %; measured here: cytotoxicity by cell density;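 0% = mean cell density of plate MIN control wells and 100% = no cells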
Autophagy HCS cell loss 18 h = recorded beside Autophagy HCS, whose call it bears; toxicity, %; measured here: cell loss, nuclei count;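 cell loss after 18 h compound exposure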
An asterisk follows results filed as active; i = inactive; · = not tested or not shown. A portion of the library; rates above refer to the full screens.

The opening 2 records, ahead of the listing:
Each structure is followed by: Dynein cargo inh cytoplasmic EGFP	NOD2 inhibition	Dynein cargo inh nuclear GR-EGFP	Autophagy HCS cell loss 18 h	b-catenin transl cell count 5 µM	Lipid droplet cells 6.5 µM	b-catenin transl	Dynein cargo inh cell count	Autophagy HCS	MT stabilizer Hoechst-high %	Lipid droplet	Dynein cargo inh	WT yeast gro inh	Yfh1-depleted yeast	MT stabilizer cytotoxicity %	Insulin prom up	MT stabilizer	Insulin prom up cell count	WT yeast gro inh mutant strain
1	CCOC(=O)C1=C(N)OC2=C(C(=O)CCC2)C12C(=O)Nc1ccccc12 (stereo not given)
 : 0.128	3.4%	-0.783	-0.1	889	·	-2.9	3.46	i	2.2	·	-1.5	-2.8	i	7.6	0.33	4.4	1200	-15.3
2	CCN(CC)C(=O)c1ccc(NC(=O)CSc2nnnn2-c2cc(OC)ccc2OC)cc1
 : -0.161	21.1%	-0.289	-2.2	1187	747	-2.0	0.417	i	2.0	4.2	-0.85	-19.2	i	8.6	-0.56	1.5	1142	-6.7

The listing, previewed entries included:
Each structure is followed by: Dynein cargo inh cytoplasmic EGFP	NOD2 inhibition	Dynein cargo inh nuclear GR-EGFP	Autophagy HCS cell loss 18 h	b-catenin transl cell count 5 µM	Lipid droplet cells 6.5 µM	b-catenin transl	Dynein cargo inh cell count	Autophagy HCS	MT stabilizer Hoechst-high %	Lipid droplet	Dynein cargo inh	WT yeast gro inh	Yfh1-depleted yeast	MT stabilizer cytotoxicity %	Insulin prom up	MT stabilizer	Insulin prom up cell count	WT yeast gro inh mutant strain
1	CCOC(=O)C1=C(N)OC2=C(C(=O)CCC2)C12C(=O)Nc1ccccc12 (stereo not given)
 : 0.128	3.4%	-0.783	-0.1	889	·	-2.9	3.46	i	2.2	·	-1.5	-2.8	i	7.6	0.33	4.4	1200	-15.3
2	CCN(CC)C(=O)c1ccc(NC(=O)CSc2nnnn2-c2cc(OC)ccc2OC)cc1
 : -0.161	21.1%	-0.289	-2.2	1187	747	-2.0	0.417	i	2.0	4.2	-0.85	-19.2	i	8.6	-0.56	1.5	1142	-6.7
3	CCCCn1c(O)c(C=NCCCN(CC)CC)c(=O)[nH]c1=O
 : -0.235	12.5%	0.526	-7.2	949	·	-5.6	-0.754	i	1.8	·	0.526	0.6	i	4.6	0.85	3.3	1306	-1.1
4	CC1=NN(Cc2c[nH]c3ccccc23)C(C)(C)C1
 : -0.257	13.9%	0.354	-10.4	1499	714	1.1	0.1	i	1.9	-5.1	1.04	6.9	i	16.8	0.51	2.1	1489	7.8
5	Cc1cc(C(=O)N2CCC3(CC2)OCCO3)cs1
 : -0.237	-4.4%	-0.101	-2.8	1095	655	-0.5	-0.0627	i	1.3	5.0	0.042	-7.3	i	2.4	-0.14	1.4	1748	3.6
6	C(#CCN1CCOCC1)COCC#Cc1ccccc1
 : -0.165	-2.5%	0.0492	3.0	1098	682	-0.8	0.0491	i	1.3	27.7	-0.411	2.9	i	4.5	-0.26	2.7	1249	13.1
7	Cc1ccc(NC2=NCCCS2)c(C)c1C
 : -0.0436	11.7%	-0.606	-6.0	1004	673	0.4	0.248	i	3.9	0.4	-0.924	5.9	i	5.9	·	1.6	·	-2.4
8	CC1CCCCN1C(=O)c1ccc(N2CC3CC(C2)c2cccc(=O)n2C3)c([N+](=O)[O-])c1 (stereo not given)
 : 0.361	1.8%	0.322	7.4	1047	631	-2.7	-0.658	i	1.1	-8.7	-0.114	-17.0	i	5.4	0.11	1.1	1579	6.2
9	Cc1ccc(-c2ccc(=O)n(CCC(=O)N3CCC4(CC3)OCCO4)n2)cc1
 : -0.236	-24.4%	-0.184	23.3	1110	750	-0.6	0.605	i	0.9	-19.4	0.301	4.0	i	9.8	0.43	3.1	1203	5.5
10	CC(N)C(=O)c1ccco1 (stereo not given)
 : -0.146	10.6%	0.61	-4.9	923	·	-2.7	-1.47	i	4.5	·	0.572	10.2	i	6.3	-0.54	7.4	1442	1.0
11	Nc1c(C(=O)NCc2ccco2)c2nc3ccccc3nc2n1Cc1ccc(F)cc1
 : 0.822	8.2%	0.745	-10.8	1024	628	-0.9	-2.77	i	2.0	-51.4	0.134	2.0	i	9.6	-0.88	4.9	1525	11.6
12	Cc1ccc(C2=CCNCC2)cc1
 : 0.11	12.8%	0.809	4.9	1111	689	0.7	-0.742	i	1.7	-4.3	1.77	-7.5	i	10.1	-0.63	3.9	1118	-1.6
13	CC12CNCC(C)(CNC1)C2O (stereo not given)
 : -0.148	1.6%	0.58	24.5	1107	·	-1.0	0.523	i	1.4	·	0.313	2.7	i	6.5	0.55	4.2	1302	-7.3
14	O=S1(=O)CC2(N3CCOCC3)CCCCCCC21 (stereo not given)
 : -0.247	22.3%	-0.337	-10.3	662	·	-0.1	1.63	i	3.0	·	-1.09	-65.0	i	6.9	-0.35	4.7	1248	-0.2
15	COc1ccc(-n2c(O)c(C(C)=Nc3ccc4c(c3)CCC4)c(=O)[nH]c2=O)cc1
 : 0.0185	2.6%	0.238	·	1083	762	5.9	0.0482	·	·	0.8	0.817	·	i	·	0.49	·	1451	·
16	CC(=NCCCO)c1c(O)n(Cc2ccccc2)c(=O)[nH]c1=O
 : -0.264	9.3%	0.216	0.3	941	745	2.0	-0.0799	i	9.2	0.5	-0.198	-14.4	i	96.3	·	3.9	·	-4.5
17	Cc1nc2cc(C(=O)N3CCC4(CC3)OCCO4)ccc2n1-c1ccc(Br)cc1
 : -0.336	3.1%	0.144	-1.7	1393	·	1.4	-0.114	i	2.3	·	0.805	-2.1	i	8.2	-0.37	3.7	1281	0.5
18	CCCCC/C(=N/O)c1c(C)[nH]c2ccccc12
 : -0.163	20.6%	-0.259	·	1278	589	-0.1	1.06	·	·	-18.6	-0.438	·	i	·	-0.14	·	1157	·
19	CCCCn1c(O)c(/C=N/N2CCOCC2)c(=O)[nH]c1=S
 : -0.266	14.1%	-0.531	·	1269	688	-0.5	0.667	·	·	15.3	-0.687	·	i	·	0	·	1119	·
20	O=P(Nc1ccccc1)(Nc1ccccc1)Oc1cccc(Cl)c1
 : -0.18	-13.4%	0.736	-32.6	1386	·	-1.1	0.377	i	1.2	·	0.18	19.5	i	10.7	0.41	2.5	1642	5.3
21	CCN(CC)c1ccc(/C=C2\C(=O)NC(=O)N(CC3CCCO3)C2=O)cc1 (stereo not given)
 : -0.324	-3.1%	-0.395	6.9	541	691	-1.6	0.805	i	3.0	27.4	-0.0916	-10.9	i	0.0	0.88	2.6	1197	-11.9
22	CC1Oc2cc3c(-c4c(O)cc(O)c5c(O)c6c(cc45)OC(C)C(C)C6=O)c(O)cc(O)c3c(O)c2C(=O)C1C (stereo not given)
 : -0.00731	26.3%	-0.5	·	865	731	-0.1	0.82	·	·	-2.2	-0.55	·	i	·	-1.66	·	756	·
23	C#CCOc1ccc2c(c1)c(C(C)=O)c(C)n2Cc1ccccc1
 : -0.115	22.1%	-0.299	·	1264	717	-0.4	0.264	·	·	-9.7	-0.675	·	i	·	0.11	·	1241	·
24	CC(=O)N1N=C2C3CCN(CC3)C2C1c1ccccc1 (stereo not given)
 : -0.208	7.4%	0.589	4.1	778	·	-1.5	-0.236	i	2.1	·	0.492	-1.7	i	9.5	-0.09	2.7	1608	-39.9
25	Cc1ccc(C2=NCC(=O)N(CC(=O)N3CCCCC3)c3sc(C)c(C)c32)cc1
 : -0.14	1.2%	0.23	-4.0	1360	·	-1.5	-1.07	i	1.9	·	0.474	1.5	i	5.5	0.32	1.2	1590	11.5
26	CSc1ccc(C(=O)C2CCCN(C)C2)cc1 (stereo not given)
 : -0.154	1.2%	0.0414	-10.8	989	726	0.0	0.07	i	1.3	-17.0	0.488	4.8	i	0.1	-0.45	2.1	1544	4.5
27	Cc1cc(C=C2C(=O)N(C)C(=S)N(C)C2=O)c(C)n1C1CCCC1
 : 0.344	1.4%	-0.496	-34.3	1248	794	-4.4	0.378	i	2.5	-2.4	-0.744	10.6	i	5.2	-0.38	2.1	775	6.0
28	CNc1cc(N2CCN(C)CC2)ccc1[N+](=O)[O-]
 : -0.333	18.3%	-0.0363	32.9	966	607	1.0	-0.267	i	2.3	6.5	-0.0894	-19.8	i	4.5	-0.25	3.2	1560	-5.4
29	Cc1nonc1-c1nc(-c2nonc2N)n[nH]1
 : -0.192	-1.6%	-0.429	-5.7	1183	·	-0.2	0.588	i	1.8	·	-0.739	-0.3	i	7.2	0.41	0.4	1187	31.0
